Bioassay records: PubChem, several laboratories
AddAB inh = less growth of phage-infected E. coli with AddAB | E. coli expressing H. pylori AddAB, absorbance growth | inhibition, % at 11.9 µM | hit rate 0.29% among 330,000 | AID 435030; in the data active = inhibition above about 12%;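 also: 0% = vehicle wells of infected cells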
Tat export inh = E. coli Tat transport inhibition; E. coli MC4100 TorA-mCherry Tat export, fluorescence; inhibition, % at 10 µM; hit rate 0.036% among 340,000;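 active = mean replicate inhibition at least 50% and at least half of replicates individually reaching 50%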;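 also: exported cargo escapes ClpAP degradation while cytoplasmic cargo is degraded and loses fluorescence; 0% = median of neutral control wells and 100% = median of NaSCN control wells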
PKA-R1A act = activates the PKA-R1A holoenzyme complex; P00514+P68181; AID 504707; hit rate 0.083% among 340,000; PKA-R1A dissociation, Cy5-IP20 fluorescence polarization; scaled: DMSO 0%, 113 µM cGMP 100%; activation, % at 11.4 µM;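 active = percent activation above the mean of all tested compounds plus 3 SD, cut at about 19% in these data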;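 also: higher means more PKAc released from R1A so a rise in polarization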
PfHsp90 set2 = inhibits growth of yeast expressing Plasmodium falciparum Hsp90; S. cerevisiae expressing PfHsp90, BacTiter-Glo ATP, 48 h; yeast lacking PDR1 and PDR3 efflux regulators; inhibition, % at 9.4 µM; hit rate 0.32% among 310,000;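 active = every replicate shows inhibition above about 80%, whatever the replicate mean, limit read from the data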;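 also: 0% = DMSO neutral controls and 100% = 20 µM radicicol positive controls; yeast relying on Plasmodium falciparum Hsp90 in place of its own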
Ecoli viability = counter-screen for AddAB inhibitors: E. coli growth inhibition | E. coli V3065 growth, OD600 absorbance, 18 h | inhibition, % at 11.9 µM | hit rate 0.27% among 330,000 | AID 449728;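 active = inhibition above the campaign's mean inhibition across all tested compounds plus 3 SD, cut at about 9.9% in these data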;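 also: uninfected addAB+ strain grown without phage in ampicillin broth; 0% = DMSO wells and 100% = ciprofloxacin 0.95 µg/ml wells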
MOR-DOR ag = agonists of human mu-delta opioid receptor heterodimerization; cells, OPRM1-OPRD1 heterodimerization, luminescence; activation, % at 9.3 µM; P35372+P41143; hit rate 0.3% among 340,000; AID 504326; in the data active = activation above about 18%;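 also: 0% = vehicle-treated cells and 100% = reference agonist; values of inactives mirror those of a sister screen read the other way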
phage Ecoli inh = E. coli growth loss with phage present | hit rate 0.26% among 360,000 | AID 651602 | inhibition, % at 11.9 µM | growth absorbance; in the data active = inhibition above about 11%
Arr AP2 block = human beta-arrestin and AP2 interaction inhibition | hit rate 0.31% among 340,000 | FITC-arrestin peptide / GST-AP2 beads, flow cytometry; AP2 beta2 appendage carries R879A mutation | inhibition, % at 10 µM | AID 504490;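 active = inhibition above a set limit, near 3 SD of compounds lacking own fluorescence, cut at about 54% in these data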;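 also: plate controls were DMSO wells for no effect and 5 µM unlabelled arrestin peptide for full effect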
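System: GST-tagged AP2 beta2-adaptin appendage (R879A) on 4 µm glutathione beads / Reagent: FITC-arrestin peptide, 50 nM / Detection: HyperCyt-sampled flow cytometry, FL1 channel, ex 488/em 535 nm / Timing: 12 min plus 1 h, RT / Buffer or medium: PBS plus Tween 20 (0.05%) and BSA (0.1%)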
SUMO Mot1 rescue = inhibitors of SUMOylation pathway: yeast Mot1-301 growth rescue; S. cerevisiae Mot1-301 growth rescue, ATP luminescence, 38.5C; percent above DMSO median, 100 means doubled; growth rescue, % at 18.8 µM; hit rate 1% among 320,000; AID 2716;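 active = every valid replicate shows activation above 250% relative to neutral control wells; inactive = the rest, any valid replicate at or below 250%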;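 also: OY570 slx delta 5 strain wells were the positive control but not used for scaling; some compounds called inactive have numbers as strong as hits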
OPRM1-OPRD1 inv = inverse agonist of human OPRM1-OPRD1 heterodimerization; P35372+P41143; cell-based MOR-DOR heterodimer luminescence, inverse agonism; hit rate 0.21% among 340,000; inhibition, % at 9.3 µM; in the data active = inhibition above about 22%, passing the limit was not always enough;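 also: 0% = cells with DMSO and 100% = wells without cells with DMSO; values of inactives mirror those of a sister screen read the other way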
Pemphigus Ab inh = inhibitors of pemphigus antibody binding to human desmoglein-3; hit rate 0.48% among 310,000; binding (percent of control), % at 10 µM; DSG3-coupled beads, scFv-anti-DSG3-GFP binding, flow cytometry; hits give low values; AID 588358; P32926;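 active = binding more than 3 SD below its plate's average and above zero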;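 also: hits lower antibody fragment binding to DSG3; some compounds called inactive have numbers as strong as hits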
Target sequence (P32926 whole entry, looked up, the tested form may be a part): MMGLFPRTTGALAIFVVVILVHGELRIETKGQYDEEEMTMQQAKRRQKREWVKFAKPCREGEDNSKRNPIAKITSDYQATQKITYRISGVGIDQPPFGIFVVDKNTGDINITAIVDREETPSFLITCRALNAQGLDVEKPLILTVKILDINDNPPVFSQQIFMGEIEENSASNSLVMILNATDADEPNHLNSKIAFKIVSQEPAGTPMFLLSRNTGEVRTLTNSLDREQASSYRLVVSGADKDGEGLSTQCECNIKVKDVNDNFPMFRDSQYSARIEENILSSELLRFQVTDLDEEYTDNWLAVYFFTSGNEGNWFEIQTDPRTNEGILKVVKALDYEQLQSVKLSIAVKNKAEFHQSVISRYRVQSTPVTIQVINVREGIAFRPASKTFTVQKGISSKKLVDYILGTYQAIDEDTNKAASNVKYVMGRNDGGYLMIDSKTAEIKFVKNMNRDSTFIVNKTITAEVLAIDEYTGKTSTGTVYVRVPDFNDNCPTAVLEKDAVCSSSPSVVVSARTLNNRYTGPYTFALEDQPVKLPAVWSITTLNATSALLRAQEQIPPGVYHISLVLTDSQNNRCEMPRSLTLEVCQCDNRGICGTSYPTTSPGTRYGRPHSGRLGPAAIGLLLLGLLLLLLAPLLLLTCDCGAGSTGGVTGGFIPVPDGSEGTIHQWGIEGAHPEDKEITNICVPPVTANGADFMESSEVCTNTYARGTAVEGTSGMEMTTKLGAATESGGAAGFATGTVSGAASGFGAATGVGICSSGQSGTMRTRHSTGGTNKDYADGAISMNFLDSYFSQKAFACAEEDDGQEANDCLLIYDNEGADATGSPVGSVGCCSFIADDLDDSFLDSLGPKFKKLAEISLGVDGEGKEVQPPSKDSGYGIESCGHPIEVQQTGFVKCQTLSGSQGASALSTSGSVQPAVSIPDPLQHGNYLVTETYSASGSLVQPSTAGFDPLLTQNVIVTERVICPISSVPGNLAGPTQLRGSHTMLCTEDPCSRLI
The depositor's hits bear a star; . = not tested or not shown; & = joins results of further samples.

item	SMILES	AddAB inh	Tat export inh	PKA-R1A act	PfHsp90 set2	Ecoli viability	MOR-DOR ag	phage Ecoli inh	Arr AP2 block	SUMO Mot1 rescue	OPRM1-OPRD1 inv	Pemphigus Ab inh
1	O=C(NC(=S)Nn1cnnc1)c1ccccc1Cl	1.5	-1	1	2	1.6	-2.5	1.8	-19	-7	12	97
2	N#Cc1ccsc1NC(=O)COC(=O)c1ccc(Br)o1	1.0	-6	-2	-9	1.6	-4.5	0.4	-9	5	18	94
3	Cc1nc2ccc(NC(=O)c3ccco3)cc2s1	2.2	-1	15	-5	0.0	-0.3	3.7	0	363*	2	96
4	O=C1CCCC2=C1C(c1cccs1)n1nc(SCc3ccccc3F)nc1N2 (stereo unspecified)	-1.5	1	-11	10	-1.6	0.6	2.1	1	2	-4	.
5	COc1ccc(CNCCC(c2ccc(OC(C)C)cc2)C(C)C)cc1OC (stereo unspecified)	1.0	11	3	2	-0.7	5.2	6.8	4	4	-27	103
6	OC(CCN1CCOCC1)(c1ccc(Cl)cc1)C1CCCCC1 (stereo unspecified)	2.2	-3	1	-1	-1.0	3.6	0.6	-10	7	-21	103
7	CCCn1nc(C(=O)NNC(=O)c2cccc(S(=O)(=O)NC(C)C)c2)c2ccccc2c1=O	4.2	-9	-14	3	-0.3	-2.8	2.7	28	2	16	117
8	CCS(=O)(=O)N1CCC(C(=O)NCCc2ccc(OC)c(OC)c2)CC1	1.1	-1	1	-9	0.2	-0.8	3.8	-5	7	5	106
9	N#Cc1ccc(N2Cc3ccccc3C2=NC(=O)c2cccnc2Cl)cc1	2.0	-8	-8	5	-0.3	-2.4	1.3	9	6	12	87
10	C=CCSc1nc2c(c(=O)n(C)c(=O)n2C)n1CC	1.7	2	-6	7	-1.8	-0.2	2.8	3	12	1	106
11	CC(Oc1ccc(C#N)cc1)C(=O)Nc1ccc(-n2cnnn2)cc1 (stereo unspecified)	.	-4	3	-1	.	-0.6	-3.7	-5	.	4	107
12	Cc1c(Cl)cccc1S(=O)(=O)N1CCC(C(=O)NNC(=O)C2CC2)CC1	2.1	-11	-1	-7	-0.7	-3.0	5.5	-11	174	15	84
13	Cc1ccc(C(=O)NC(C)C(c2cccs2)N2CCCC2)s1 (stereo unspecified)	-0.2	-5	-8	18	1.2	0.8	1.7	-21	2	-4	105
14	CCCN1C(=O)c2ccccc2NC1c1ccc(Br)cc1 (stereo unspecified)	5.6	-6	1	-25	4.7	0.2	-0.5	-16	14	-1	91
15	CC1(C)C(=O)Nc2ccccc2N1C(=O)CSc1ncccn1	-3.0	2	10	-9	-1.0	-1.9	0.3	7	-12	10	104
16	CCCc1nc2n[nH]c(N)c2c2c1CCC2	1.6	7	4	13	-2.6	-4.0	0.6	-10	71	16	.
17	CCC(C)Sc1ccc(-c2nc3ccccn3c2NCc2ccccc2)cc1OC (stereo unspecified)	0.6	9	6	2	-0.2	6.4	.	16	41	-37	104
18	CC1CCCCC1NC(=O)COC(=O)c1ccccn1 (stereo unspecified)	1.0	-11	-3	2	-1.4	-1.6	1.6	0	-13	9	108
19	COc1ccc(C(C(=O)NC(C)(C)C)N(C(=O)CNC(=O)c2cccs2)c2cccnc2)cc1OC (stereo unspecified)	2.2	-8	5	12	1.3	-1.8	2.3	7	8	9	98
20	O=C(Cn1cnc2c(nnn2Cc2ccccc2F)c1=O)N1CCN(c2ccccc2)CC1	-1.3	9	-14	12	0.2	-1.0	2.8	-3	161	6	91
21	Cc1ccc(OCCNC(=O)C2CC(=O)N(c3ccc(C)cc3)C2)cc1 (stereo unspecified)	1.2	-1	5	.	-2.0	-0.3	0.2	1	35	2	109
22	COc1ccccc1CNC(=O)c1cccc(S(=O)(=O)N(C)c2ccccc2)c1	0.8	-6	0	-7	-0.7	-2.1	3.2	5	89	9	103
23	COC(=O)Cc1c(O)ccn(Cc2ccc(Cl)c(Cl)c2)c1=O	-2.5	-1	11	5	2.6	-1.4	2.0	14	.	7	105
24	CC(=O)NCCc1nc2ccccc2[nH]1	0.2	3	3	36	0.8	-2.8	2.8	7	9	14	104
25	CCCCCC(=O)Nc1ccc2oc(-c3ccncc3)nc2c1	1.5	0	0	9	-2.1	-0.5	0.1	32	4	3	101
26	COCC(=O)Nc1c(C(=O)Nc2ccccc2OC)oc2ccccc12	0.5	-7	-5	-2	-0.9	6.7	2.8	-1	3	-36	.
27	COc1ccc(CNc2nc(NCc3ccc(OC)cc3)n(S(C)(=O)=O)n2)cc1	1.4	-6	-9	18	-0.1	-3.7	0.4	-5	14	16	111
28	Cc1[nH]n(C)c(=O)c1N=Nc1ccc(S(C)(=O)=O)cc1	1.7	8	-21	0	0.5	-3.0	3.9	-7	-3	15	.
29	CN(CCCCN1CCOCC1)Cc1nc(-c2ccc3c(c2)OCO3)no1	4.0	-7	-3	-24	-1.3	-1.8	0.6	20	3	9	104
30	CC1(C)CC(=O)C(C=Nc2ccccc2)=C(O)C1	4.3	9	-2	12	2.4	-1.4	2.0	-6	-17	7	103
31	CC1CCc2c(nc3ncnn3c2N2CC(C)OC(C)C2)C1 (stereo unspecified)	1.4	8	13	-10	0.3	-0.6	0.6	3	-1	3	102
32	CCCN(CCC)Cc1c(C(=O)N/N=C/C(C)=C\c2ccco2)nnn1-c1nonc1N	2.1	-8	7	-11	0.4	7.5	3.8	10	65	-40	99
33	Cn1c(CCNC(=O)c2ccco2)nc2cc(NC(=O)C3CCCCC3)ccc21	-0.8	-1	-3	18	-1.9	-2.6	0.8	18	-15	15	.
34	C=CCn1c(=O)c2ccccc2n2c(SCC(=O)/C(C#N)=C(\C)N)nnc12	-0.3	4&4	1&-6	-9&8	-1.6	-3.7&-0.5	2.4&3.9	5&-8	-15	19&2	93&99
35	CCC(=O)Nc1ccc(NC(=O)c2ccco2)cc1	1.6	7	-13	-10	1.6	-3.0	-2.5	-2	-12	17	107
36	COc1ccc(S(=O)(=O)N2CCCCC2)cc1NC(=O)CCNC(=O)c1ccc(Br)cc1	-0.7	6	1	-12	-0.6	-0.3	1.8	17	13	2	100
37	Cc1ccc(N=Nc2c(N)nn(-c3ccccc3)c2N)cc1	2.4	-4	-10	21	-0.7	-0.6	5.0	.	22	3	97
38	CCC(=O)Nc1nc(-c2ccccc2)nc(SC)c1C(C)=O	-1.4	3	-4	-40	-2.9	0.0	2.7	7	13	0	79
39	Cc1ccc(S(=O)(=O)NC(=O)N(C)C2CCCCC2)cc1	-0.3	.	.	.	-2.8	.	-0.2	12	0	.	111
40	Cc1ccc(CSc2nnc(NC(=O)C3COc4ccccc4O3)s2)cc1 (stereo unspecified)	2.3	0	-3	.	-0.7	2.0	1.1	23	-17	-12	.
41	CCCc1nnc(NC(=O)c2cc3ccccc3oc2=O)s1	1.0	-20	3	-3	3.1	-1.5	5.0	-12	2	8	113
42	Cc1cnc(Sc2ncccc2[N+](=O)[O-])nc1	3.1	-1	-6	.	0.3	-1.6	2.9	16	-4	9	99
43	COc1ccc2[nH]c(=O)c(CN(C)C(=O)c3cccs3)cc2c1	-0.4	-2	-9	3	0.3	-3.2	-1.7	28	5	17	99
44	COc1ccc2c(c1)C(SCC(=O)NCCc1ccccc1)CC(C)(C)O2 (stereo unspecified)	2.5	2	3	-1	0.5	0.8	3.5	0	-19	-4	101
45	CCSc1nnc(Nc2ccccc2)s1	0.8	3	5	-14	-1.6	0.0	0.9	-3	36	0	.
46	OCC1(Cc2ccccc2Cl)CCN(C/C=C/c2ccccc2)CC1	-0.2	-52	-15	7	0.5	1.5	1.4	5	53	-8	94
47	CC1Oc2ccccc2N(CC(=O)N2CCCC2)C1=O (stereo unspecified)	0.7	0	-4	-19	2.0	-3.0	-0.5	4	-4	14	103
48	CCOc1ccccc1CNc1ccc(N2CCOCC2)c(C(=O)O)c1	0.9	-11	9	-16	-2.5	-1.9	.	-3	313	10	98
49	Nc1ccc(Cl)cc1C(=O)OCC(=O)NC1CCS(=O)(=O)C1 (stereo unspecified)	1.9	0	14	1	0.9	-0.8	1.7	0	145	4	93
50	O=C(CC1(C(F)(F)F)OCCO1)Nc1ccc2c(c1)OCO2	1.8	-2	7	38	0.1	0.8	1.6	6	-20	-5	102
51	CS(=O)(=O)c1ccc2nc(NC(=O)CS(=O)(=O)Cc3ccccc3)sc2c1	3.9	-1	-11	6	2.8	-0.7	4.0	-20	-6	4	95
52	COc1ccc2nc(SCC(=O)NC3CCCC3)c(C)cc2c1	1.8	-6	-16	8	-1.6	1.6	1.1	-17	18	-9	111
53	Cc1ccc(OCC(=O)N2CCC(Cc3ccccc3)CC2)c([N+](=O)[O-])n1	0.4	6	3	.	-0.9	-0.6	1.2	8	8	2	100
54	Cc1ccc2nc(N/N=C/c3ccccc3C#N)nc(-c3ccccc3)c2c1	0.9	1	-5	-7	-0.2	2.1	.	25	-18	-11	97
55	CCOC(=O)C1=C(C)NC2=C(C(=O)CCC2)C1c1ccc(O)c(OCC)c1 (stereo unspecified)	2.0	-12	3	1	2.1	0.9	-0.4	-8	10	-5	100
56	COc1ccc(/C=C2\SC(=N)N(c3ccc(F)cc3)C2=O)cc1OC	4.4	-3	1	-3	0.8	8.8	0.2	-13	-6	-50	99

Following part:
item	SMILES	AddAB inh	Tat export inh	PKA-R1A act	PfHsp90 set2	Ecoli viability	MOR-DOR ag	phage Ecoli inh	Arr AP2 block	SUMO Mot1 rescue	OPRM1-OPRD1 inv	Pemphigus Ab inh
57	Cc1ccc(-c2cnc(NCc3cc4c(cc3[N+](=O)[O-])OCO4)n2C)cc1C	10	-39	-11	8	8.5	1.5	11*	16	224	-7	103
58	N=c1oc2ccccc2cc1C(=O)NCc1ccccc1	-1.4	-3	5	.	-1.8	-1.1	1.6	-11	-1	6	.
59	O=S(=O)(c1ccc(S(=O)(=O)N2CCC3(CC2)OCCO3)cc1)N1CCCC1	3.3	-4	-16	-5	-1.1	-3.2	-0.3	2	9	16	98
60	O=C(O)CCCC(=O)N1CCCC1	1.0	-2	-12	13	0.0	-1.3	5.7	38	277	6	102
61	Cc1cc2c(cc(C(=O)OC(C(=O)NCc3ccco3)C(C)C)n2C)o1 (stereo unspecified)	2.0	7	-16	-15	4.0	3.4	2.8	12	-4	-20	105
62	CCSc1nc(C)cc(Oc2ccc(=O)n(C)n2)n1	2.1	-6	0	-10	-0.6	-0.6	4.0	21	1	3	96
63	COC(=O)c1sc2nc3c(cc2c1N)CCCC3	2.6	-5	-13	-95	2.2	-2.7	1.2	7	-12	12	.
